Compound activity as filed in PubChem BioAssay.
p53ts 32C tox: kills p53ts cells at the permissive temperature | H1299-p53A138V at 32C, ATP luminescence viability, 24 h | Potency, µM (titrated, usually from 46.1 µM), for the others: at the highest dose activity change, negative = cytotoxicity, most hits filed as cytotoxic | 130,000 tested, 0.93% active;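 note: 0% = DMSO and -100% = full killing by reference compound; nearly all actives have a fitted effect of over 55% in size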
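ATP-content luminescence (ATPlite) read-out after 24 h compound exposure at 32C in H1299-p53A138V cells (600/well). Tested up to 46 uM. Normalized to DMSO (0%) and 100 uM tamoxifen (100% killing); Hill-fit AC50.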
p53ts 39C kill: cytotoxicity in p53ts cells at nonpermissive temperature | H1299-p53A138V viability at 39C, ATP luminescence, 24 h | Potency, µM (doses to about 46.1 µM), inactives show at the highest dose activity change, negative = cell killing, hits mostly cytotoxic | 130,000 tested, 1.5% active | AID 902; note: nearly all actives have a fitted effect of over 55% in size
IkB sig inh: suppresses IkB signaling in ABC-DLBCL reporter cells; AID 445; 110,000 tested, 0.04% active; ABC-DLBCL IkBa-CBG/CBR dual luciferase ratio, 4 h; response scale: scaled: untreated 0%, proteasome inhibitor 100%; Potency, µM (top dose mostly 57.1 µM), inactives show at the top dose IkBa stabilization activation; active = well fitted curve in the direction sought with a large enough effect in the signal ratio, not every such curve was filed as active; inconclusive = small, poorly fitted or top-dose-only effect, or a change in a side signal; the % refers to the signal ratio;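 note: the direction sought is a rising ratio; 0% = basal untreated cells and 100% = reference inhibitor full response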
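Luminescence ratio of IκBα-fused green versus native red beetle luciferase in OCI-Ly3 cells, 4 h post-doxycycline with compound; red signal alone, scaled from basal (0%) to zero light (-100%), flagged nonspecific or cytotoxic effects.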
Peg3 imprint: genomic imprint erasure induction | mouse ES Peg3-LacZ reporter, beta-gal luminescence, 40 h | Potency, µM (top dose mostly 60.7 µM), without a hit: at the highest dose activity change, positive = activation, usual class: activators | 110,000 tested, 0.02% active | AID 1948;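 note: 0% = negative control wells on the plate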
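Readout: BetaGlo luminescence (5 min, room temp) for LacZ from the normally silent maternal Peg3 allele in female Peg3LacZ-Neo ES cells. Cells 300/well, 40 h, 37C, 5% CO2. Data normalized per plate to negative controls.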
The depositor's hits bear a star; ? = inconclusive; . = not tested or not shown; & = joins results of further samples; [ ] = remark or other dose. Unless noted, calls come from the whole dose curve; as a rule, active = well fitted curve in the direction sought with a large enough effect; inconclusive = small, poorly fitted or top-dose-only effect, or another doubt; inactive = no such curve, though single readings can be large; an effect the other way counts as inactive or inconclusive. Unless noted, % is set by controls: 0 for no effect and ±100 for the full control effect; potency is the fitted concentration of half-maximal effect.

1) CCOC(=O)c1cnc2nc(Cc3ccccc3)[nH]n2c1=O
2) CCn1cc(C(=O)Nc2cccc(Cl)c2)c2cc(OC)c(OC)cc2c1=O
3) CCc1ccc(S(=O)(=O)c2nnn3c2nc(NC(C)C)c2cc(Cl)ccc23)cc1
4) COc1ccc(NC(=O)CSc2nc3c(cc2C#N)CN(C)CC3)cc1
5) COc1ccc(CC(=O)Nc2nnc3n2CCS3)cc1
6) CN(Cc1ccccc1)C(=O)CCS(=O)(=O)c1ccc2c(c1)n(C)c(=O)c(=O)n2C
7) CCOC(=O)c1c(C)c(C(=O)NCc2ccccc2OC)c(C)n1C
8) O=C(Nc1ccccc1)N1CCc2ccccc2C1

compound no.	1	2	3	4	5	6	7	8
p53ts 32C tox	8.1%	0.2%	-1.0%	-13.1%	9.1%	3.8%	-1.4%	-25.8%
p53ts 39C kill	15.8%	?	-3.6%	6.6%	5.6%	-1.3%	-0.8%	?
IkB sig inh	15.6%	4.9%	-0.6%	-0.2%	4.2%	-2.6%	3.2%	.
Peg3 imprint	-11.0%	5.6%[10.9 µM]	-8.1%[10.9 µM]	-5.6%	9.3%[10.9 µM]	-14.7%	-13.0%	.

9) Cn1c(=O)oc2cc(S(=O)(=O)N3CCC(C(=O)N4CCN(c5cccc(Cl)c5)CC4)CC3)ccc21
10) COc1ccc(Cn2c(CCC(=O)NCc3ccco3)nc3cccnc32)cc1
11) CCCCNC(=O)c1ccc2c(=O)n(-c3ccccc3)c(=O)[nH]c2c1
12) COc1ccc(C(=O)OCC(=O)c2ccc(C)c(S(=O)(=O)N3CCOCC3)c2)cc1OC
13) CC1=C(C(=O)Nc2ccccc2C)C(c2ccc(C)o2)C2=C(CCCC2=O)N1 (stereo unspecified)
14) CCOC(=O)CCC(NC(=O)c1cncc(O)c1)C(=O)OCC (stereo unspecified)
15) O=c1c2ccccc2sn1-c1ccc(S(=O)(=O)N2CCCC2)cc1
16) Cc1ccc2cc3cc(C(=O)Nc4ccc(F)cc4Cl)oc3nc2c1

compound no.	9	10	11	12	13	14	15	16
p53ts 32C tox	6.2%	9.4%	5.1%	-0.8%	-20.8%	-4.8%	-4.6%	1.8%
p53ts 39C kill	14.9%	5.7%	-12.0%	-9.3%	7.5%	0.1%	8.5%	-9.9%
IkB sig inh	?	-1.6%	?	?	0.3%	0.2%	1.6%	-0.3%
Peg3 imprint	-7.7%[10.9 µM]	-8.9%	-2.1%[10.9 µM]	-10.8%	6.8%	-9.4%	-55.2%[inhibitor]	-6.1%[10.9 µM]

17) COCCNc1ncnc2ccc(-c3ccccc3OC)cc12
18) CCCc1nnc(SCc2ccc(C(=O)OC)o2)n1N
19) COc1ccc(-c2nnc3n2N=C(C)CS3)cc1OC
20) Cn1ncc(C(=O)N2CCN(c3ccccc3)CC2)c1C1CCN(C(=O)OC(C)(C)C)CC1
21) O=C(CN1C(=O)CCSc2ccccc21)Nc1cccc(F)c1
22) COc1ccc(CCNC(=O)CN2CCC(n3nnc4cc(F)ccc43)CC2)cc1OC
23) Cc1noc(C)c1-c1cc(NCc2cccs2)ncn1
24) Fc1ccccc1CSc1nnc(Cn2cnc3ccccc32)n1-c1ccccc1

compound no.	17	18	19	20	21	22	23	24
p53ts 32C tox	11.2%	-4.8%	3.1%	14.1%	12.7%	-10.1%	10.6%	-0.7%
p53ts 39C kill	-6.7%	5.1%	6.6%	-4.4%	6.3%	2.0%	-16.7%	1.6%
IkB sig inh	3.1%[11.4 µM]	0.1%	0.5%	-0.1%	.	-0.8%	0.2%[11.4 µM]	1.1%
Peg3 imprint	-16.9%	7.3%	-12.5%	5.2%[10.9 µM]	.	-11.6%	-9.1%	-13.0%

Retrieved one by one from above (2):
19) COc1ccc(-c2nnc3n2N=C(C)CS3)cc1OC
24) Fc1ccccc1CSc1nnc(Cn2cnc3ccccc32)n1-c1ccccc1

compound no.	19	24
p53ts 32C tox	3.1%	-0.7%
p53ts 39C kill	6.6%	1.6%
IkB sig inh	0.5%	1.1%
Peg3 imprint	-12.5%	-13.0%

(listing goes on)
25) CCOc1ccc(N(CC(=O)NCc2ccc(OC)cc2)S(=O)(=O)c2c(C)noc2C)cc1
26) COc1cccc(C(=O)Nc2c3c(nn2-c2cccc(C)c2C)CS(=O)C3)c1OC (stereo unspecified)
27) Cc1cc2ncn(CCCCOc3ccccc3)c2cc1C
28) Cc1nnc(SCc2ccc(Cl)cc2)c2cc3occc3n12
29) CC1CCN(c2oc(-c3ccc(COc4ccccc4)o3)nc2C#N)CC1
30) O=C(CCc1n[nH]c(=O)[nH]c1=O)N1CCOCC1
31) CCOc1ccc2c(c1)C(=NNC(=O)c1ccncc1)c1cc(OCC)ccc1-2
32) COc1ccc(-c2nnc3n2-c2ccccc2SC3)cc1OC

compound no.	25	26	27	28	29	30	31	32
p53ts 32C tox	-15.1%	0.4%	-0.9%	-10.9%	-6.0%	4.4%	-6.9%	-3.6%
p53ts 39C kill	4.7%	2.0%	?	?	16.0%	6.0%	-2.0%	-8.9%
IkB sig inh	1.3%	-0.2%	?	1.0%	-0.1%	1.9%	.	-0.5%
Peg3 imprint	11.3%	-9.5%	-10.7%[10.9 µM]	-11.6%[10.9 µM]	-14.3%[10.9 µM]	-13.3%	.	-2.0%

33) CCCCC(=O)N1CCN(c2nc3c(C)c(C)ccc3s2)CC1
34) COc1cc(Nc2ncc3c(n2)CCN(Cc2cccc(C)c2)C3)cc(OC)c1
35) CC(C)c1ccc(-c2nc(N3CCCC3)nc3n[nH]c(N)c23)cc1
36) COc1ccc(Cl)cc1N(CC(=O)Nc1ccccc1SC)S(C)(=O)=O
37) COc1ccc(C)cc1NC(=O)Nc1ccccc1OCc1cc(=O)n2ccccc2n1
38) Cc1noc(C)c1S(=O)(=O)N(CC(=O)Nc1ccc(C(F)(F)F)cc1)c1ccc(C(C)C)cc1
39) Cc1ccccc1NC(=O)Cn1cc(S(=O)(=O)c2ccccc2)c(=O)c2ccccc21
40) Cc1cccc(Nc2ccncc2S(=O)(=O)NC(=O)NC(C)C)c1

compound no.	33	34	35	36	37	38	39	40
p53ts 32C tox	16.6%	-13.9%	-20.1%	14.8%	-3.8%	-9.3%	0.7%	10.0%
p53ts 39C kill	-13.8%	-7.7%	-19.1%	10.6%	12.8%	-2.4%	-10.6%	-0.7%
IkB sig inh	1.1%	?	-2.5%	-1.4%	1.7%	0.8%	2.5%	-0.2%[25.6 µM]
Peg3 imprint	-7.5%[10.9 µM]	-6.6%[10.9 µM]	-10.8%	-14.1%	-2.8%[10.9 µM]	-10.6%[10.9 µM]	-2.3%[10.9 µM]	0.2%

41) CCc1ccccc1NC(=O)COC(=O)c1cn(CC)c2nc(C)ccc2c1=O
42) COC(=O)c1ccc(C2Nc3c(C)cccc3-c3cc(C)nn32)cc1 (stereo unspecified)
43) CCN(CC)c1nc(SCCOC(=O)Nc2ccccc2)nc(N(CC)CC)n1
44) COCCn1c(SCC(=O)NC(=O)NCc2ccccc2)nc2ccccc21
45) Cc1ccn2cc(C(=O)Nc3ccccc3N3CCOCC3)nc2c1
46) CCCOC(=O)C1[C@H]2C(=O)N(C(C)c3ccc(OC)cc3)C[C@]23C=C[C@H]1O3 (stereo partly specified)
47) COc1ccc(Oc2ncc3nc(-c4cccs4)c(=O)n(Cc4cccs4)c3n2)cc1
48) COc1ccc(NC(=O)Cn2cccc2)c(OC)c1

compound no.	41	42	43	44	45	46	47	48
p53ts 32C tox	7.6%	10.8%	-15.1%	9.8%	-1.4%	1.0%	-0.2%	16.5%
p53ts 39C kill	12.0%	-0.4%	-11.5%	8.7%	-13.5%	1.4%	5.2%	4.8%
IkB sig inh	-1.8%	4.1%	.	0.5%	-2.8%	-3.4%	1.9%[11.4 µM]	-3.3%
Peg3 imprint	-8.8%[10.9 µM]	-5.2%[10.9 µM]	.	?	-8.5%	-9.8%	.	-7.9%

49) Cc1cc2nc(SCC(=O)O)nc(C)c2cc1C
50) CCOC(=O)c1cnc(N2CCN(c3ccc(C)cc3C)CC2)c2ccccc12
51) Cc1ccccc1C(N)=O
52) CCOc1ccc(-c2cn3c(n2)sc2cc(C(=O)NCCCc4ccccc4)ccc23)cc1
53) CCOC(=O)Cn1nnc(-c2ccc(SC)cc2)n1
54) O=C(N/N=C1/C[C@@H](O)[C@@H](O)[C@@H]2[C@@H]3C(=O)N(Cc4ccc5c(c4)OCO5)C(=O)[C@H]3CC[C@@H]12)OCc1ccccc1
55) CS(=O)(=O)N(Cc1ccccc1)c1ccc(C(=O)Nc2cccnc2)cc1
56) Cn1c(=O)[nH]c(=O)c2c1nc(CN1CCN(Cc3ccccc3)CC1)n2CC(N)=O

compound no.	49	50	51	52	53	54	55	56
p53ts 32C tox	1.7%	?	9.9%[1.84 µM]	6.7%	-0.4%	-2.8%[9.22 µM]	3.2%	-2.8%
p53ts 39C kill	-0.8%	-20.2%	-6.2%	16.9%	-1.7%	5.8%[9.22 µM]	-1.5%	11.4%
IkB sig inh	1.2%	-2.2%	-0.4%	0.9%	-3.0%	.	.	-0.6%
Peg3 imprint	8.2%	-12.1%[10.9 µM]	-0.2%	9.3%[10.9 µM]	.	.	.	-17.7%

Compounds shown so far with a thiophene ring, fused or not:
23) Cc1noc(C)c1-c1cc(NCc2cccs2)ncn1
47) COc1ccc(Oc2ncc3nc(-c4cccs4)c(=O)n(Cc4cccs4)c3n2)cc1

compound no.	23	47
p53ts 32C tox	10.6%	-0.2%
p53ts 39C kill	-16.7%	5.2%
IkB sig inh	0.2%[11.4 µM]	1.9%[11.4 µM]
Peg3 imprint	-9.1%	.

Taken from above:
In p53ts 32C tox, CCOc1ccc(-c2cn3c(n2)sc2cc(C(=O)NCCCc4ccccc4)ccc23)cc1 reads 6.7%
In Peg3 imprint, Cn1c(=O)[nH]c(=O)c2c1nc(CN1CCN(Cc3ccccc3)CC1)n2CC(N)=O reads -17.7%
In p53ts 32C tox, O=C(N/N=C1/C[C@@H](O)[C@@H](O)[C@@H]2[C@@H]3C(=O)N(Cc4ccc5c(c4)OCO5)C(=O)[C@H]3CC[C@@H]12)OCc1ccccc1 reads -2.8%[9.22 µM]

Continuation.
57) Cc1cccc(Cn2c(NCCO)nc3c2c(=O)n(C)c(=O)n3C)c1
58) COC(=O)c1cc2occc2n1Cc1nc(-c2ccc(C)cc2)oc1C
59) O=C(CSC1=Nc2ccccc2N=C(c2ccc(F)cc2)C1)NCc1ccc(F)cc1
60) COc1ccc(CNC(=O)c2cc(-c3ccc(OC)cc3)on2)cc1
61) COc1cc(Nc2nc(-c3ccc(OC)c(OC)c3)nc3ccccc23)cc(OC)c1
62) Cc1ccc(OCc2nnc(SCC(=O)Nc3sc(C)c(C)c3C#N)n2C)cc1
63) CCc1ccc(N(CC)c2ncnc3nc[nH]c23)cc1
64) CCOc1ccc(NC(=O)c2cc3c(-c4ccccc4F)nn(C)c3s2)cc1

compound no.	57	58	59	60	61	62	63	64
p53ts 32C tox	-4.3%	?	-1.3%	2.2%	-13.2%	0.0%	-5.9%	14.0%
p53ts 39C kill	-0.6%	-22.3%	30.7%[activator]	6.0%	?	-15.3%	?	?
IkB sig inh	6.5%	?	3.7%	-2.4%	?	0.3%	0.4%	-1.9%
Peg3 imprint	-22.6%	-13.5%[10.9 µM]	-18.4%[10.9 µM]	10.2%[10.9 µM]	-13.9%[10.9 µM]	-11.5%	-2.1%	-4.1%[10.9 µM]

65) O=S(=O)(N=S(N1CCCCC1)N1CCCCC1)c1ccccc1
66) Cc1ccc2[nH]cc(C(c3ccccc3)c3cccs3)c2c1 (stereo unspecified)
67) c1ccc(Nc2nc(-c3ccncc3)cs2)cc1
68) Cc1cccc(-n2c3nc(=O)[nH]c(=O)c-3cc3c(C)nn(-c4ccccc4)c32)c1C

compound no.	65	66	67	68
p53ts 32C tox	-12.1%	?	-6.4%	10.2%
p53ts 39C kill	-3.1%	?	18.6%	6.4%&43.1%
IkB sig inh	1.3%	?	.	-0.8%
Peg3 imprint	6.0%	10.5%[10.9 µM]	.	-8.8%[10.9 µM]
